MOR-DOR inv ag: inverse agonists of MOR-DOR heterodimerization, primary screen, cell-based, luminescence. Mu-type opioid receptor (Homo sapiens) + Delta-type opioid receptor (Homo sapiens), …. cell-based MOR-DOR heterodimer luminescence, inverse agonism. inhibition, % at 9.3 µM. hit rate 0.21% among 340,000. AID 504357, 2011; in the data active means inhibition above about 22%, passing the limit was not always enough;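 further: 0% = cells with DMSO and 100% = wells without cells with DMSO; values of inactives mirror those of a sister screen read the other way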
Target sequence (P35372 whole entry, looked up): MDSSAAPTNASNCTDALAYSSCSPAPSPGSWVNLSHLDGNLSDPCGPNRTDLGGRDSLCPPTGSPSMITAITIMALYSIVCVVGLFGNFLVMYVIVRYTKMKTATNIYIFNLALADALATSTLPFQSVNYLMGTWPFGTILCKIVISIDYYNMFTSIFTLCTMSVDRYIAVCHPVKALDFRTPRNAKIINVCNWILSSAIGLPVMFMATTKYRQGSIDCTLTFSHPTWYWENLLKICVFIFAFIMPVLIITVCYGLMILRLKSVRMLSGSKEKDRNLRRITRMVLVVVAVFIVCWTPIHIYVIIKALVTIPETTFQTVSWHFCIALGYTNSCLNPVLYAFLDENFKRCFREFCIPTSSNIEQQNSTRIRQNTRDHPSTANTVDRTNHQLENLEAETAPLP
Target sequence (P41143 whole entry, looked up): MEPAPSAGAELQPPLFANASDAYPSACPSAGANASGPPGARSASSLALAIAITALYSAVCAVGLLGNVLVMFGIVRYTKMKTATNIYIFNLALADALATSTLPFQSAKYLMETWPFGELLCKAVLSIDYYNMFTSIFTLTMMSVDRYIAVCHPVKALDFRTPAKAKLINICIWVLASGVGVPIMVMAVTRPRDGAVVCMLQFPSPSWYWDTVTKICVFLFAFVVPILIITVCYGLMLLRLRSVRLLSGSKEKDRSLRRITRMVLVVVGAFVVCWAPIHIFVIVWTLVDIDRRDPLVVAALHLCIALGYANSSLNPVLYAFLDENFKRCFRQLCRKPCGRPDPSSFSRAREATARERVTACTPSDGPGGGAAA
CAL PDZ FP: untagged CAL PDZ binding inhibitors, primary screen, biochemical, fluorescence polarization, HTS. Golgi-associated PDZ and coiled-coil motif-containing protein (Homo sapiens), Q9HD26. hit rate 0.92% among 300,000. purified CAL PDZ, TMR-peptide fluorescence polarization, 1 h. inhibition, % at 24.9 µM;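 active means mean inhibition of at least 30% with at least half of replicates also reaching 30%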;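 further: 0% = DMSO neutral control and 100% = excess unlabeled competitor peptide PRC23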
RTF Ca sens act: cardiac RTF calcium sensitivity activators, primary screen, biochemical, IANBD-TnC fluorescence, EC20 calcium; Troponin I, cardiac muscle (Homo sapiens) + Troponin T, cardiac muscle (Homo sapiens) + …; IANBD-labeled TnC RTF fluorescence at EC20 calcium; 0% EC20 calcium, 100% full calcium; activation, % at 7.2 µM; hit rate 0.24% among 340,000;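 active means activation above the mean over all tested compounds plus 3 SD, cut at about 30% in these data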;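 further: rise in fluorescence read as greater calcium sensitivity of cardiac thin filaments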
RTF Ca sens inh: cardiac RTF calcium sensitivity inhibitors, primary screen, biochemical, IANBD-TnC fluorescence, EC70 calcium; IANBD-labeled cardiac RTF, Ca2+ fluorescence; Troponin I, cardiac muscle (Homo sapiens) + Troponin T, cardiac muscle (Homo sapiens) + …; inhibition, % at 7.15 µM; AID 493244, 2011; hit rate 0.12% among 340,000;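 active means inhibition above the mean inhibition of all tested compounds plus 3 SD, cut at about 17% in these data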;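 further: assay run at fixed EC70 calcium of 1.6 mM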
HTR5A inv ag: HTR5A inverse agonists in luminescence cell assay, primary screen, counter-screen for OPRM1-OPRD1 heterodimer inverse agonist project, full-deck HTS | 5-hydroxytryptamine receptor 5A (Homo sapiens), P47898 | AID 504634, 2011 | hit rate 0.083% among 340,000 | inhibition, % at 9.3 µM | HTR5A cell line, inverse agonism; in the data active means inhibition mostly above about 23%, no sharp cut-off; inactive means mostly below about 18%;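 further: 0% = cells with DMSO and 100% = no-cell wells with DMSO; some compounds called inactive have numbers as strong as hits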
MOR-DOR ag: agonists of OPRM1-OPRD1 heterodimerization, primary screen, cell-based, luminescence. Mu-type opioid receptor (Homo sapiens) + Delta-type opioid receptor (Homo sapiens), …. cells. activation, % at 9.3 µM. hit rate 0.3% among 340,000. AID 504326, 2011; in the data active means activation above about 18%;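 further: 0% = vehicle-treated cells and 100% = reference agonist; values of inactives mirror those of a sister screen read the other way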
C-LANA FP: inhibitors of KSHV C-LANA binding to DNA, primary screen, biochemical, fluorescence polarization, FAM-LBS DNA, MBP-C-LANA, single point; Kaposi's sarcoma herpesvirus LANA C-terminal domain (residues 932-1162) DNA binding; inhibition, % at 9 µM; hit rate 0.078% among 340,000; AID 504423, 2011;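 active means highest replicate inhibition at or above 60% at 9 µM, even if other replicates fall short; inactive means all replicates below 60% inhibition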;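 further: 0% = neutral control wells and 100% = 4 µM acridine orange control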
V-ATPase pH: regulators of yeast V-ATPase proton pumping, primary screen, pHLuorin cytosolic pH fluorescence | S. cerevisiae | response, % at 10 µM | hit rate 0.37% among 350,000; in the data active means response mostly above about 7.3%, no sharp cut-off; inactive means mostly below about 5.4%; further: actives read high; inactives centre near 0; some compounds called inactive have numbers as strong as hits; reference of the scale not given here
Keap1 Nrf2 FP: Keap1-Nrf2 protein-protein interaction inhibitors, primary screen, biochemical, fluorescence polarization, single point | hit rate 0.15% among 340,000 | inhibition, % at 9.4 µM | AID 504523, 2011 | Keap1 Kelch-Nrf2 peptide fluorescence polarization, 1536-well; in the data active means inhibition above about 12%;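 further: human Keap1 Kelch domain with fluorescein labeled Nrf2 9mer peptide probe; 0% = neutral control wells and 100% = peptide positive control; higher means more block of Keap1 binding to Nrf2 peptide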
HTR5A ag ctr: HTR5A agonists in luminescence cell assay, primary screen, counter-screen for OPRM1-OPRD1 heterodimer agonist project, full-deck HTS | cell-based | 5-hydroxytryptamine receptor 5A (Homo sapiens), P47898 | AID 504692, 2011 | activation, % at 9.3 µM | hit rate 0.61% among 340,000; in the data active means activation mostly above about 9.5%, no sharp cut-off; inactive means mostly below about 7.6%;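 further: 0% = cells with vehicle only and 100% = reference agonist; strong numbers were not always called active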
Starred values were filed as active, the others as inactive; . = not tested or not shown.

SMILES | MOR-DOR inv ag | CAL PDZ FP | RTF Ca sens act | RTF Ca sens inh | HTR5A inv ag | MOR-DOR ag | C-LANA FP | V-ATPase pH | Keap1 Nrf2 FP | HTR5A ag ctr
C=C(C)[C@@H]1CC[C@]2(C(=O)O)CC[C@]3(C)C(CCC4[C@@]5(C)CC[C@H](O)C(C)(C)C5CC[C@]43C)C12 (stereo partly specified) | 2 | -3 | 0 | 3 | -27 | -0.3 | 0.0 | 3 | -6 | 6
CCN1CCN(c2cc(SC(C)C)nc(-c3ccc(OC)cc3)n2)CC1 | 3 | -1 | -4 | -13 | -12 | -0.6 | 0.3 | -5 | -3 | 5
COc1cc2c(cc1OC)CN(CC(=O)Nc1ccc(S(=O)(=O)N(C)C)cc1)CC2 | -1 | . | 2 | -3 | 1 | 0.1 | 0.8 | -2 | -1 | 0
Cc1ccc(S(=O)(=O)NC(=O)COc2ccccc2C)cc1 | 7 | -1 | -4 | -10 | 15 | -1.7 | -0.9 | -4 | 3 | -6
CCOC(=O)c1cnc2sc3c(n2c1=O)CCCC3 | 6 | 4 | -6 | -3 | 4 | -1.4 | -4.5 | -2 | -9 | -2
O=S(=O)(NCc1ccccc1)NCc1ccccc1 | 7 | -2 | -1 | 4 | -5 | -0.9 | -0.6 | 0 | -2 | 2
COc1cc(/C=C2\SC(c3ccc(C)cc3)=NC2=O)cc(OC)c1OC | 4 | -5 | 6 | 1 | 8 | -0.7 | 3.6 | 1 | -9 | -4
COc1cccc(Nc2nc3ccccc3c(=O)[nH]2)c1 | -3 | 1 | 3 | -10 | -10 | 0.6 | -1.0 | 3 | 1 | 4
CN(C)c1ncc(S(=O)(=O)c2ccc(Cl)cc2)c(-c2ccc(Cl)cc2Cl)n1 | -28 | -2 | 0 | -2 | -6 | 6.4 | -1.5 | -2 | 3 | 2
COc1ccc(S(=O)(=O)Nc2ccc3c(c2)OCO3)cc1C | 7 | -2 | -1 | -3 | 8 | -1.3 | 0.1 | 1 | -6 | -1
CCC(=O)N1CCN(c2ccc(NC(=S)NC(=O)COc3ccccc3)cc2)CC1 | 10 | -2 | -3 | -2 | 13 | -1.9 | 1.4 | -1 | -6 | -1
CS(=O)(=O)N(CC(=O)N1CCN(c2ccccc2)CC1)Cc1ccc(Cl)cc1 | 10 | . | -6 | -1 | -4 | -1.9 | 1.3 | -3 | -2 | 1

Profiles, quoted from the list. Values in the order: MOR-DOR inv ag, CAL PDZ FP, RTF Ca sens act, RTF Ca sens inh, HTR5A inv ag, MOR-DOR ag, C-LANA FP, V-ATPase pH, Keap1 Nrf2 FP, HTR5A ag ctr
`Cc1ccc(S(=O)(=O)NC(=O)COc2ccccc2C)cc1` reads 7, -1, -4, -10, 15, -1.7, -0.9, -4, 3, -6
`CS(=O)(=O)N(CC(=O)N1CCN(c2ccccc2)CC1)Cc1ccc(Cl)cc1` reads 10, ., -6, -1, -4, -1.9, 1.3, -3, -2, 1
`COc1cc(/C=C2\SC(c3ccc(C)cc3)=NC2=O)cc(OC)c1OC` reads 4, -5, 6, 1, 8, -0.7, 3.6, 1, -9, -4
`C=C(C)[C@@H]1CC[C@]2(C(=O)O)CC[C@]3(C)C(CCC4[C@@]5(C)CC[C@H](O)C(C)(C)C5CC[C@]43C)C12` (stereo partly specified) reads 2, -3, 0, 3, -27, -0.3, 0.0, 3, -6, 6
`CCOC(=O)c1cnc2sc3c(n2c1=O)CCCC3` reads 6, 4, -6, -3, 4, -1.4, -4.5, -2, -9, -2

More compounds
SMILES | MOR-DOR inv ag | CAL PDZ FP | RTF Ca sens act | RTF Ca sens inh | HTR5A inv ag | MOR-DOR ag | C-LANA FP | V-ATPase pH | Keap1 Nrf2 FP | HTR5A ag ctr
O=S(=O)(CCc1ccccc1)CS(=O)(=O)CCc1ccccc1 | -18 | -4 | -5 | 5 | -1 | 3.5 | -1.7 | 1 | -10 | 0
Cc1cc(NC(=O)c2cc(-c3cccnc3)nc3c(C)c(C)ccc23)no1 | 7 | 2 | 0 | 5 | -20 | -1.6 | -1.4 | -1 | 2 | 8
CCn1c2ccccc2c2nnc(SCC(N)=O)nc21 | 12 | -2 | -4 | -14 | 3 | -2.0 | -1.1 | -1 | 0 | 5
CCOc1ccc(CNC(=O)C2CCN(C(=O)N3CC(C)Oc4ccccc43)CC2)cc1 (stereo unspecified) | 10 | -1 | 2 | -9 | -1 | -1.7 | 0.1 | 0 | 0 | -1
COCCN(C(=O)COC(=O)CCOc1cc(C)ccc1C)c1c(N)n(Cc2ccccc2)c(=O)[nH]c1=O | 4 | -4 | 0 | -6 | -2 | -0.9 | -1.5 | -1 | -1 | -2
Cc1cc(C)c(C#N)c(SCc2ccccc2[N+](=O)[O-])n1 | -5 | -9 | 7 | -2 | -9 | 0.8 | -4.1 | 1 | -3 | 3
Cc1ccc(CN2CCN(Cc3cc(=O)c4ccccc4[nH]3)CC2CCO)o1 (stereo unspecified) | -12 | . | 3 | 1 | -6 | 2.4 | -0.3 | 0 | 1 | 7
CCOC(=O)NC(=O)CSc1ccc2ccccc2n1 | 3 | -5 | 1 | -6 | 7 | -0.6 | 0.3 | -2 | 1 | -3
COc1ccc(CCC(=O)OC(C)C(=O)c2ccc(C)cc2)cc1 (stereo unspecified) | 0 | 16 | -8 | 9 | -6 | -0.1 | -2.0 | 0 | 0 | -4
Cc1ccc(OCC(=O)NNC(=O)c2cccnc2)cc1 | 8 | -4 | -8 | -9 | -8 | -1.2 | 1.0 | -3 | -5 | 2
O=C(NCC1CCCO1)c1cccc(N2CCCC2=O)c1 (stereo unspecified) | 11 | 6 | -6 | -14 | -33 | -1.9 | -2.3 | -3 | 0 | 2
O=C(CN1C(=O)COc2ccccc21)N(Cc1cccnc1)Cc1cccc(F)c1 | 13 | 4 | 6 | -6 | -2 | -2.4 | 1.0 | -2 | 0 | 0
CC1=C(C(=O)OCC2CCCO2)C(c2ccc(O)cc2)NC(=O)N1 (stereo unspecified) | 7 | -3 | 1 | 3 | 6 | -1.2 | -0.8 | 4 | -5 | 1
O=C(NCC(=O)N1CCCCCC1)c1ccc(OC(F)F)cc1 | 17 | -3 | -5 | -1 | 11 | -3.2 | -0.4 | 0 | 2 | -3
O=[N+]([O-])c1cccc(/C=N/NC2=NCCCCC2)c1 | -13 | 0 | -4 | 5 | -9 | 2.1 | -1.6 | -2 | -2 | -7
COc1ccc(-c2cc(=O)oc3c(C)c(OCC(=O)N(C)C)ccc23)cc1 | 10 | -5 | 1 | -10 | -17 | -2.1 | 2.2 | 1 | 2 | 5
CC1(C)NC(=O)N(CC(=O)OCC(=O)Nc2sccc2C#N)C1=O | 4 | . | 6 | -12 | -14 | -0.8 | 7.7 | 4 | 7 | 5
C=CCN(c1ccc(Cl)cc1)S(=O)(=O)c1cccc(C(=O)O)c1 | 12 | 10 | 6 | -14 | -13 | -2.5 | -0.7 | -4 | -1 | -12
COc1cccc(OCCCOc2ccc([N+](=O)[O-])cc2Cl)c1 | 7 | -2 | 0 | -9 | -11 | -1.4 | 0.3 | 5 | 1 | 4
CC(C)NS(=O)(=O)c1ccc(CCC(=O)N2CCC(C(N)=O)CC2)cc1 | -4 | -2 | 1 | 2 | 5 | 0.6 | -4.3 | -2 | 3 | -2
O=C(Cc1c(F)cccc1Cl)Nc1cccc(S(=O)(=O)NC2=NCCCCC2)c1 | 7 | -2 | -10 | 7 | -7 | -1.1 | 2.0 | 1 | -7 | 2
COc1ccccc1CNC(=O)COC(=O)c1ccc(Cl)c(N)c1 | 15 | 0 | 0 | 5 | 0 | -2.9 | 0.8 | 5 | -8 | 0
CC1=NN(C(C#N)c2ccccc2)C(c2ccccc2)C1 (stereo unspecified) | . | -18 | . | . | . | . | -0.5 | 4 | 2 | .
Cc1ccccc1Nc1c([N+](=O)[O-])cncc1[N+](=O)[O-] | -21 | 2 | 2 | -9 | -7 | 3.8 | -3.0 | 1 | -2 | 2
Cc1cccc(NC(=O)CCSc2ccccn2)c1 | 10 | -3 | -1 | 18* | -20 | -1.8 | 1.2 | 1 | -3 | 5
CCCN1Cc2cccc(C(=O)NCc3ccc4c(c3)OCO4)c2C1=O | 6 | 1 | 2 | -2 | -2 | -1.1 | 0.2 | 2 | -2 | -3
CCN(CCn1cccn1)C(=O)CCc1nnc(C2CCCCC2)o1 | 12 | 1 | -3 | -7 | 6 | -2.3 | 0.8 | 1 | -1 | -6
COc1ccc(NC(=O)CN(C)C(=O)c2cc(C)on2)cc1 | 3 | -2 | 3 | 0 | -2 | -0.5 | 1.1 | -1 | -3 | 1
Cc1cccc(C)c1NC(=O)c1cccc(N2C(=O)C3CCC(C)CC3C2=O)c1 (stereo unspecified) | -11 | 3 | -6 | -7 | -16 | 1.9 | 0.3 | 1 | -6 | 1
O=C(NCCCN1CCCC1=O)Nc1ccc(F)c(Cl)c1 | 5 | -4 | -3 | -9 | -9 | -0.9 | -1.7 | 5 | -3 | 2
CC1(C)O[C@@H]2[C@H](O1)[C@@H](COS(=O)(=O)O)O[C@H]2n1ccc(=O)[nH]c1=O | 16 | -1 | 4 | -19 | -44 | -2.9 | -0.1 | -3 | 4 | -1
CSc1cccc(NC(=O)C2CCCN2S(=O)(=O)c2ccc3c(c2)CCC(=O)N3)c1 (stereo unspecified) | -5 | -6 | 0 | -7 | -7 | 0.9 | -1.8 | 6 | 0 | 0
Cn1c(=O)c2c(nc(CN3CCN(C(=O)c4ccco4)CC3)n2CCc2ccccc2)n(C)c1=O | 18 | -1 | 2 | -2 | 0 | -4.0 | -0.9 | -3 | -2 | 4
COc1ccc(OC)c(NC(=O)C2C(C(=O)O)C3(Cl)C(Cl)=C(Cl)C2(Cl)C3(Cl)Cl)c1 (stereo unspecified) | 3 | 2 | -7 | 0 | -9 | -0.5 | -0.4 | 3 | -4 | 3
CC(C)c1c(C(=O)N/N=C/c2ccc(OCc3ccc(F)cc3)cc2)nnn1-c1nonc1N | -21 | -3 | -3 | -10 | -8 | 4.2 | 1.0 | -4 | -4 | 15*
N#CCO/N=C/C(=O)Nc1ccc(F)cc1F | 7 | -3 | -4 | -5 | 9 | -1.0 | 0.9 | 1 | -1 | 4
